Assay outcomes (PubChem)
VHR inh color – VHR1 (DUSP3) phosphatase inhibition | P51452 | recombinant VHR phosphatase, colorimetric substrate read-out | AID 1992 | inhibition, % at 20 µM | 50,000 tested, 0.7% active; in the data active = inhibition above about 60%; note: some results filed as inactive read as strong as hits
Target sequence (P51452 whole entry, looked up): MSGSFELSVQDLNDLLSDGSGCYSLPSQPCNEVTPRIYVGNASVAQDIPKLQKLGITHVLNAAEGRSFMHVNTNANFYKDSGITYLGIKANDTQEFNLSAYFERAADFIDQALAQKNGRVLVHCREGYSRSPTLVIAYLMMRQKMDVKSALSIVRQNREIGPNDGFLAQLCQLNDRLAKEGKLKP
Numbers without * were called inactive. Not all compounds are listed. The share of hits here may be higher or lower than overall.

canonical_smiles | VHR inh color
O=[N+]([O-])c1ccc(NCCCNS(=O)(=O)c2ccc3ccccc3c2)cc1 | -28
CN(C)c1cccc(C(=O)Nc2cccc(Cl)c2)c1 | -24
COc1ccc(C(=O)N2c3ccc(F)cc3CCC2C)cc1OC (centres undefined) | -7
COc1cc(/C=C2\NC(=S)NC2=O)ccc1OC(=O)C12CC3CC(CC(C3)C1)C2 | -42
O=C(NCCc1ccccc1)c1cncc(Br)c1 | -11
CC(C)NC(=O)C12CC3CCC(CC(C3)C1)C2 | -8
COc1c(Cl)cc(/C=C2/SC(=S)N(c3ccccc3)C2=O)cc1Cl | -38
Cc1ccc(S(=O)(=O)Oc2ccc(Br)cc2C=C2C(=O)NC(=S)NC2=O)cc1 | 24
CCSC1=C(C#N)C(c2ccc(Br)cc2)CC(=O)N1 (centres undefined) | -6
COc1ccc(/C=C/C(=O)c2cccc(Br)c2)cc1 | 6
COc1ccc(NC(=O)c2cc3cccc(OC)c3oc2=O)c(OC)c1 | -36
CC(=O)Nc1ccc(NC(=O)COc2ccc(Cl)cc2C)cc1 | -12

Continuation.
canonical_smiles | VHR inh color
COc1cccc(/C=C2/C(=O)NC(=O)N(c3cccc(C)c3)C2=O)c1O | 107*
CCOc1ccc2nc(SCC(=O)NC(C)c3ccccc3)sc2c1 (centres undefined) | -7
Cc1ccccc1OCC(=O)Nc1cccc(NC(=O)c2cccc(Cl)c2)c1 | 4
O=C1N=c2ccccc2=C1c1cc(-c2ccccc2)oc1O | -10
CCSc1nnc2c(n1)OC(c1ccc(OCc3ccccc3)cc1)Nc1ccccc1-2 (centres undefined) | -18
O=C1c2ccccc2-c2onc3ccc(N4CCCCC4)c1c23 | 14
Cc1ccccc1OCCCCc1c(C)n[nH]c1C | 8
COC(=O)c1ccccc1NC(=O)CN(c1cc(C)cc(C)c1)S(=O)(=O)c1ccccc1 | 20
COC(=O)C12CC3(C)CC(C)(CC(C)(C3)C1)C2 | -11
CN1CCN(c2nc(-c3ccncc3)nc3ccccc23)CC1 | 4
CC1CN(C)C(c2ccccc2)CC1=O (centres undefined) | -2
O=[N+]([O-])c1ccccc1S(=O)(=O)N1CCC(Cc2ccccc2)CC1 | 4

Going on with the list.
canonical_smiles | VHR inh color
COc1cccc(N2C(=O)/C(=C/c3ccccc3C(=O)O)SC2=S)c1 | -37
COc1ccc(OC)c(N(CC(=O)Nc2ccc(I)cc2)S(C)(=O)=O)c1 | -19
COC(=O)c1cc(NC(=O)c2cccnc2)cc(C(=O)OC)c1 | -10
O=[N+]([O-])c1ccc(N2CCCC2)cc1Sc1cccc2cccnc12 | -16
C=CCC(C(=O)c1ccccc1)C(=O)C(C)(C)OC (centres undefined) | -5
Cc1ccc(/C=C/C(=O)Nc2cccc3cccnc23)o1 | -6
Cc1cc(C)cc(NC(=O)C(=O)NCc2cccnc2)c1 | -5
CCc1cc2c(=O)c(-c3nc4ccccc4s3)c(C)oc2cc1OS(C)(=O)=O | -20
COC(=O)C1=C(C)NC2=C(C(=O)CCC2)C1c1cccc(F)c1 (centres undefined) | -10
COc1ccc(OC)c(C2/C(=C(/O)c3ccccc3)C(=O)C(=O)N2c2cccc([N+](=O)[O-])c2)c1 (centres undefined) | -18
NNC(=O)C(NC(=O)c1ccc([N+](=O)[O-])cc1)C12CC3CC(CC(C3)C1)C2 (centres undefined) | 8
O=C(NCCCO)C(=O)Nc1ccc(Cl)c(C(F)(F)F)c1 | 6

By substructure: the compounds so far containing fluorine (3)
canonical_smiles | VHR inh color
COc1ccc(C(=O)N2c3ccc(F)cc3CCC2C)cc1OC (centres undefined) | -7
COC(=O)C1=C(C)NC2=C(C(=O)CCC2)C1c1cccc(F)c1 (centres undefined) | -10
O=C(NCCCO)C(=O)Nc1ccc(Cl)c(C(F)(F)F)c1 | 6

Next structures.
canonical_smiles | VHR inh color
O=S(=O)(NCc1cccnc1)c1ccc(Br)cc1Br | -18
COC(=O)C(C)Oc1ccc2c3c(c(=O)oc2c1)CCC3 (centres undefined) | -13
Cc1ccc(C(C)C)c(OCC(=O)Nc2ccc3c(c2)OCO3)c1 | -19
Cc1cc(C)n(-c2nc(Nc3ccc(Br)cc3)nc(-n3nc(C)cc3C)n2)n1 | -12
CCC(=O)Nc1ccc(NC(=O)c2ccc(OCC(C)C)cc2)cc1 | -5
O=[N+]([O-])c1cccc(-c2csc(N/N=C\c3cccc(O)c3)n2)c1 | -5
CCOC(=O)c1c(C)nn(C2CCCCC2)c1N | -1
Cc1ccc(C2CC(C(F)(F)F)n3ncc(C(N)=O)c3N2)cc1 (centres undefined) | -15
CCCOC(=O)c1c(-c2ccccc2)csc1N | -3
Cc1ccccc1OCCNC(=O)CCc1ccccc1 | -1
CCOC(=O)c1ccc(-c2ccc(/C=C3/C(=O)NN(c4cccc(Cl)c4)C3=O)o2)cc1 | 1
O=C(Nc1ccc(Cl)cc1)c1cc(-c2cccs2)nc2ccccc12 | -17

Next section
canonical_smiles | VHR inh color
Cc1ccc(C(=O)N(c2c(C)n(C)n(-c3ccccc3)c2=O)C(C)C)cc1 | -10
COC(=O)c1ccccc1-c1ccc(/C=C2/SC(=S)N(Cc3ccccc3)C2=O)o1 | 0
CCOc1ccc(C2=C/C(=C/c3ccc(I)o3)C(=O)O2)cc1 | 2
CN(C)c1ccc(NS(=O)(=O)c2cccc([N+](=O)[O-])c2)cc1 | 0
CCn1c2ccccc2c2nnc(NN)nc21 | 0
CCOC(=O)C1=C(C)N(c2ccccc2)C(=O)/C1=C\c1cccc([N+](=O)[O-])c1 | -1
O=C(N/N=C/c1ccc(Cl)c(Cl)c1)c1cc(-c2ccccc2)n[nH]1 | -2
Cc1ccc(C(C)C)c(OCCNC(=O)CCc2ccccc2)c1 | 2
N#CC(c1ccc(O)cc1)N1CCCCC1 (centres undefined) | 0
COc1ccc(/C(C)=N\NC(=O)COc2cccc(Cl)c2)cc1OC | -20
COc1ccccc1NCCC(=O)c1ccccc1 | -11
Cc1ccc(-c2nc3ccc(C)cn3c2NC(=O)c2ccccc2)cc1 | -9

Additional compounds:
canonical_smiles | VHR inh color
CCOc1ccc(N(CC(=O)NCCSCc2ccc(C)cc2)S(C)(=O)=O)cc1 | -5
COc1ccc2c(c1OC)C(=O)OC2Nc1ccc(C)cc1 (centres undefined) | -9
CCN(CC)c1ccc(C(=O)N2CCN(c3ccccc3OC)CC2)cc1 | -46
COc1ccccc1N1CCN(/N=C/c2ccc(Br)s2)CC1 | -1
Cc1ccc(OCCn2cc(C=C3C(=O)NC(=O)NC3=O)c3ccccc32)cc1C | 11
O=C1C2C(C(=O)N1c1ccccc1Cl)C1C=CC2C12CC2 (centres undefined) | -34
Cc1ccccc1N(CC(=O)N1CCOCC1)S(C)(=O)=O | 15
CC12CS(=O)(=O)CC1SC(=S)N2c1ccccc1 (centres undefined) | -7
CCc1ccc(S(=O)(=O)N=Nc2c(O)[nH]c3ccccc23)cc1 | 8
CC(=O)CC(=O)Nc1ccnn1-c1ccccc1 | -1
Cn1c(SCC(=O)N/N=C/c2ccccc2O)nc2ccccc21 | -1
CCN(CC)c1ccc(NC(=O)COc2cc(C)c(Cl)c(C)c2)cc1 | -22

The final 6 entries of the section before are carried over, then new ones follow.
canonical_smiles | VHR inh color
Cc1ccccc1N(CC(=O)N1CCOCC1)S(C)(=O)=O | 15
CC12CS(=O)(=O)CC1SC(=S)N2c1ccccc1 (centres undefined) | -7
CCc1ccc(S(=O)(=O)N=Nc2c(O)[nH]c3ccccc23)cc1 | 8
CC(=O)CC(=O)Nc1ccnn1-c1ccccc1 | -1
Cn1c(SCC(=O)N/N=C/c2ccccc2O)nc2ccccc21 | -1
CCN(CC)c1ccc(NC(=O)COc2cc(C)c(Cl)c(C)c2)cc1 | -22
COc1cc(NC(=O)CCCOc2ccc(Cl)cc2Cl)c2ncccc2c1 | 1
O=C1NC(=S)N(c2cccc(Br)c2)C(=O)/C1=C\c1cc(Cl)ccc1O | 0
Cc1ccc(-c2nc(N/N=C/c3ccc([N+](=O)[O-])cc3)c3ccccc3n2)cc1 | -14
COc1cc2c(cc1NC(=O)c1ccccc1OC)oc1ccccc12 | -22
COc1ccc(-c2cc(C(F)(F)F)n3nc(C(=O)N4CCN(C)CC4)cc3n2)cc1 | -54
O=C(Nc1ccc(F)cc1F)N1CCN(Cc2ccc3c(c2)OCO3)CC1 | 8
CCOc1cc(C(=O)N2CCN(c3ccc([N+](=O)[O-])cc3)CC2)cc(OCC)c1OCC | -8
Nc1nc(-c2ccccc2Cl)cs1 | -9
CC1=NN(c2ccccc2)C(=O)C1C=C1C(=O)NC(=S)NC1=O (centres undefined) | 15
CCOc1cc(/C=c2\sc3nc4ccccc4n3c2=O)ccc1OC(C)c1ccccc1 (centres undefined) | -9
O=C1NC(=S)N(c2ccc(F)cc2)C(=O)/C1=C/c1ccc(-c2cccc(C(=O)O)c2)o1 | 86*
CC(/C=N/NC(=O)C1CC1)c1ccccc1 (centres undefined) | -17

(more compounds)
canonical_smiles | VHR inh color
O=C1OC(Nc2ncccn2)(c2ccccc2)c2ccccc21 (centres undefined) | -16
Cc1nc(SCC(=O)OCN2C(=O)c3ccccc3C2=O)n[nH]1 | -15
Cc1cc2c(cc1C)NC(c1c(F)cccc1F)C1=C(CC(C)(C)CC1=O)N2 (centres undefined) | -9
O=C(N/N=C/c1cccc2ccccc12)c1cc(-c2cccc3ccccc23)n[nH]1 | 31
CCCC(=O)Nc1ccc(NC(=O)COc2ccc3ccccc3c2)cc1 | -17
O=C(Nc1cccc(F)c1)c1ccc(Cl)cc1Cl | -12
CC(=O)NC1=NC(=O)/C(=C/c2cc(C)n(-c3ccc(NC(C)=O)cc3)c2C)S1 | 32
OCCCNCC(O)Cn1c2ccccc2c2ccccc21 (centres undefined) | 1
COc1cc(/C=C2\SC(=Nc3cccc(Cl)c3C)NC2=O)cc(OC)c1OC | -6
CSc1ccc(S(=O)(=O)N(CC(=O)Nc2ccc(Cl)cc2)c2ccc(C)cc2)cc1 | -20
CCOc1ccc(NC(=O)CN(c2ccc(F)cc2)S(=O)(=O)c2ccccc2)cc1 | -6
CC(=O)Nc1ccc(S(=O)(=O)N2c3ccccc3C(C)=CC2(C)C)cc1 | -15

Later entries.
canonical_smiles | VHR inh color
COC(=O)c1ccccc1NC(=O)Nc1ccc(Cl)cc1Cl | -2
C=CCN1C(=O)C(C)(C)Nc2ccccc21 | 1
Cc1cc(Cl)ccc1OCC(=O)Nc1ccc(S(=O)(=O)Nc2onc(C)c2C)cc1 | -3
O=[N+]([O-])c1cc(Br)ccc1C1CC1 | -8
O=C1NN(c2ccccc2)C(=O)/C1=C/c1ccc([N+](=O)[O-])o1 | 28
COc1ccc(-c2nnnn2C)cc1S(=O)(=O)Nc1ccc(I)cc1 | -6
NNC(=O)c1cc2ccccc2cc1NS(=O)(=O)c1ccccc1 | 9
Cc1ccc2c(Cl)c(C(=O)Nc3cccc(F)c3)sc2c1 | -3
O=C(Cc1ccc([N+](=O)[O-])cc1)N/N=C/c1ccc(OC/C=C/Cl)cc1 | -2
O=C1Nc2ccccc2C1=Cc1nc2ccccc2c(=O)n1-c1ccc(O)cc1 | -8
CC(C)CC(C1=C(O)CCCC1=O)C1=C(O)CCCC1=O | -5
COC(=O)C1=C(C)NC2=C(C(=O)CC(C)(C)C2)C1c1cccc(Cl)c1 (centres undefined) | -16

Of the compounds above, 2 contain a cyano group:
canonical_smiles | VHR inh color
CCSC1=C(C#N)C(c2ccc(Br)cc2)CC(=O)N1 (centres undefined) | -6
N#CC(c1ccc(O)cc1)N1CCCCC1 (centres undefined) | 0

Carrying on.
canonical_smiles | VHR inh color
O=C(NCCOCc1ccccc1)c1ccccc1Cl | 12
CC(=O)c1cccc(NC(=O)C2COc3ccccc3O2)c1 (centres undefined) | -17
Cc1cccc(C)c1-n1c(C)n[nH]c1=O | -4
O=C1NN(c2ccccc2)C(=O)/C1=C/c1cccc(Cl)c1Cl | 0
Cc1ccc(NC(=O)COc2ccc(Cl)cc2Cl)cc1N(C)C | -16
Nc1nc(/N=C/c2ccc(F)cc2)n[nH]1 | -27
C/C(=C(\C#N)C(=O)NCc1ccccc1)N(C)C | 8
CC12CC3CC(C)(C1)CC(CNC(=O)Nc1ccccc1)(C3)C2 | 22
CCCCOc1ccc(C(C)=O)cc1CSc1nc(O)cc(=O)[nH]1 | -3
O=C1C2C3C=CC(O3)C2C(=O)N1c1ccc([N+](=O)[O-])cc1 (centres undefined) | -2
Cc1ccc(C=Nc2ccc3c(c2)Cc2cc([N+](=O)[O-])ccc2-3)cc1 | 41
Cc1ccc(Cn2c(/N=C/c3ccccc3O)nc3ccccc32)cc1 | -21

Later entries
canonical_smiles | VHR inh color
COc1ccc(CCNC(=O)c2cc3nc(-c4cccs4)cc(C(F)(F)F)n3n2)cc1OC | -12
Cc1ccccc1-c1nc(-c2ccc(F)cc2)no1 | -14
COc1ccc([N+](=O)[O-])cc1/C=C1/SC(=S)N(CC(=O)O)C1=O | -5
CCCC(=O)Nc1ccc(NC(=O)c2ccc(Cl)cc2Cl)cc1 | -45
CC(=NC1CC1)c1c(C(F)(F)F)[nH]n(-c2nc3ccccc3s2)c1=O | -26
O=C(COc1ccc(Cl)cc1)Nc1cccc(-c2nc3ccccc3s2)c1 | -12
COCCNC(=O)C(=O)Nc1ccc(OC)c(Cl)c1 | -4
Cc1nn(-c2ccccc2)c(C)c1/C=N/NC(=O)c1cc(-c2ccccc2)n[nH]1 | 45
CCOc1ccc(NC(NC(=O)CN2C(=O)c3ccccc3S2(=O)=O)C(Cl)(Cl)Cl)cc1 (centres undefined) | -21
Cc1ccc(S(=O)(=O)N(CC(=O)N2CCN(c3ccccc3)CC2)c2ccccc2C)cc1 | -6
CCOc1ccccc1NC(=O)COc1ccc(-c2ccc(C)cc2)cc1 | -19
CCOc1cc(/C=N/NC(=O)c2ccccn2)cc([N+](=O)[O-])c1O | -13
O=C(NCc1ccccn1)c1cc(-c2ccccc2Cl)nc2ccccc12 | 2
Cc1cc(Cl)ccc1OCC(=O)Nc1cccc2nsnc12 | -16
